UGM FP inh: M. tuberculosis UGM enzyme inhibitors, primary screen, biochemical, fluorescence polarization, single point; inhibition, % at 10 µM; hit rate 0.06% among 320,000; purified UGM, fluorescence polarization probe displacement; UDP-galactopyranose mutase (Mycobacterium tuberculosis (strain ATCC 25618 / H37Rv)), …; in the data active means inhibition above about 10%, passing the limit was not always enough; inconclusive means no clear call, values can overlap the other calls
FadD28 FP inh: inhibitors of FadD28 bisubstrate probe binding, primary screen, biochemical, fluorescence polarization, single point | Mycobacterium tuberculosis FadD28 fatty-acid-AMP ligase | inhibition, % at 12.5 µM | hit rate 0.22% among 360,000; in the data active means inhibition above about 8.5%, passing the limit was not always enough; inconclusive means no clear call, values can overlap the other calls
BoNT A protease: BoNT/A light chain protease inhibitors, primary screen, biochemical, flow cytometry, MLPCN library. AID 588499, 2011. multiplex microsphere protease substrate cleavage. Botulinum neurotoxin type A light chain protease (Clostridium botulinum A str. ATCC 3502). inhibition, % at 10 µM. hit rate 0.17% among 360,000; further: plate controls were buffer without enzyme for full effect and enzyme alone for no effect
FBA Mtb inh: Mtb FBA enzyme inhibitors, primary screen, biochemical, fluorescence, strain H37Rv; purified M. tuberculosis FBA, fluorescence read-out; inhibition, % at 1 µM; hit rate 2.3% among 360,000; in the data active means inhibition above about 27%;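 further: 0% = vehicle and 100% = reference inhibitor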
BoNT-F LC inh: BoNT/F light chain protease inhibitors, primary screen, biochemical, flow cytometry, MLPCN library; Botulinum neurotoxin type F light chain protease (Clostridium botulinum); Multiplex microsphere protease cleavage assay; inhibition, % at 10 µM; hit rate 0.22% among 360,000; in the data active means inhibition above about 35%, passing the limit was not always enough; inconclusive means no clear call, values can overlap the other calls; further: plate controls were buffer without enzyme for full effect and enzyme alone for no effect
GDH-TPI inh: GDH-TPI coupling enzyme inhibitors, primary screen, artefact control for M. tuberculosis FBA inhibitor project, biochemical, absorbance, full deck; AID 588335, 2011; inhibition, % at 4.8 µM; GDH-TPI coupled enzyme counterscreen, NADH absorbance; hit rate 1.2% among 360,000; in the data active means inhibition above about 30%;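 further: 0% = DMSO wells and 100% = wells lacking the enzyme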
Anthrax LF prot: Bacillus anthracis LF protease inhibitors, primary screen, biochemical, multiplex microsphere, MLPCN library; Lethal factor (Bacillus anthracis), P15917; multiplex microsphere protease cleavage assay; inhibition, % at 10 µM; hit rate 0.12% among 360,000; AID 588501, 2011; further: plate controls were buffer without enzyme for full effect and enzyme alone for no effect
Target sequence (P15917 whole entry, looked up): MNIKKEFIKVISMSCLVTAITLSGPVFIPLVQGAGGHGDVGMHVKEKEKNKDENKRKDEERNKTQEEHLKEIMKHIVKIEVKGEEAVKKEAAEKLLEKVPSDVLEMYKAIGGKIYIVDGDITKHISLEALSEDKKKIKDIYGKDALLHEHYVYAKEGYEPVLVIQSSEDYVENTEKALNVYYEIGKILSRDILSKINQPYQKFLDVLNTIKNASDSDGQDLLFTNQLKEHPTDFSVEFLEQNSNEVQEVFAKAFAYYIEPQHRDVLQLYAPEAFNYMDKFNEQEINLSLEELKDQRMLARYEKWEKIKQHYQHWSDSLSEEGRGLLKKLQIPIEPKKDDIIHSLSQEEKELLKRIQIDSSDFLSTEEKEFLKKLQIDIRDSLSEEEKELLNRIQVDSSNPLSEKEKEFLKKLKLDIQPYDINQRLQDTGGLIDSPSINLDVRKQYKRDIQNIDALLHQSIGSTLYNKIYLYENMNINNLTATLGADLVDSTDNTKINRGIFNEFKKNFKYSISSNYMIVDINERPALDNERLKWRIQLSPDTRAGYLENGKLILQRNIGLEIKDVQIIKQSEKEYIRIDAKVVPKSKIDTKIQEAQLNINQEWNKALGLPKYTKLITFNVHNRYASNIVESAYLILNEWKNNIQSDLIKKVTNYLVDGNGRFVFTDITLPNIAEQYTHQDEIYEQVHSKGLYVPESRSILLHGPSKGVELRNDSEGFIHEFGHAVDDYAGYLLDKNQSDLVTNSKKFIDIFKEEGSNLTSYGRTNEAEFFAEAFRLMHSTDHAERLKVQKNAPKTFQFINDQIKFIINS
PfHsp40 yeast: rescue of yeast from PfHsp40 toxicity, primary screen, S. cerevisiae, ATP luminescence; hit rate 0.68% among 340,000; S. cerevisiae expressing PfHsp40, growth rescue; growth rescue, % at 12.5 µM; in the data active means growth rescue above about 28%, passing the limit was not always enough; inconclusive means no clear call, values can overlap the other calls;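 further: yeast W303a lacking pdr1 and pdr3 grown in galactose medium; growth measured after three days at 30 °C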
Mtb BioA inh: M. tuberculosis BioA enzyme inhibitors, primary screen, biochemical, plate reader, single point, HTS. 7,8-diaminopelargonic acid synthase BioA (Mycobacterium tuberculosis). purified M. tuberculosis BioA enzyme. inhibition, % at 9.99 µM. hit rate 0.096% among 360,000. AID 602481, 2012; in the data active means inhibition above about 40%; inconclusive means no clear call, values can overlap the other calls
Active calls of the source: *; ? = inconclusive; / = not tested or not shown; & = joins results of further samples. Unless noted, no stated cut-off is given here; in the data, active means inhibition above about 30%; inconclusive means no clear call, values can overlap the other calls; inactive means below that.

Fields – UGM FP inh	FadD28 FP inh	BoNT A protease	FBA Mtb inh	BoNT-F LC inh	GDH-TPI inh	Anthrax LF prot	PfHsp40 yeast	Mtb BioA inh
Cc1c(C(=O)O)c(C(=O)O)c2n1CCS2
 : 1.6	0.4	?	1.9	?	-1.1	6.1	0.8	/
COC(=O)C1=NNC2(C)C(=O)N(c3ccc(C)cc3)C(=O)C12 (configuration not stated)
 : -0.4	-0.3	0.4	4.7	4.7	-1.5	9.4	-1.6	/
Cc1ccc(C(=O)O/N=C/c2c(Cl)n(C)c3ccccc23)cc1
 : -2.3	-1.8	-0.1	1.4	-3.2	-1.4	1.1	-0.8	-0.2
C=C(C)COc1ccc(-c2nc(N)ncc2Oc2ccc(OC)cc2)c(O)c1
 : 3.8	-1.6	-0.1	-3.3	-28.7	24.6	-5.8	-0.7	-1.5
c1ccc(Cc2nn3c(Cn4nnc5ccccc54)nnc3s2)cc1
 : -1.4	-1.6	?	-0.8	-1.4	1.0	-1.1	-0.4	9.1
CCOC(=O)c1c(C)[nH]c(C(=O)N(C)CC(=O)Nc2ccc(OC)cc2)c1C
 : 0.7	-2.9	/	-0.1	/	-0.3	/	-1.5	-0.5
CN(C)S(=O)(=O)c1ccc(Cl)c(NC(=O)CSc2nc3c(cc2C#N)C(=O)CCC3)c1
 : 4.3	-3.5	1.6	-1.4	4.4	4.1	2.7	-0.9	1.8
CC(=O)c1ccc(S(=O)(=O)N(CCCO)Cc2cc3cc4c(cc3[nH]c2=O)OCCO4)cc1
 : 1.6	-2.2	0.3	-1.6	4.1	11.3	2.0	0.0	-1.1
O=C1C2=C(NC(=S)NC2c2ccc(Cl)cc2)NC(c2ccc(Cl)cc2)N1c1ccc(Cl)cc1 (configuration not stated)
 : 0.0	-4.7	-0.7	0.5	-28.1	13.9	4.7	-0.6	-0.7
CCc1ccc(NC(=O)CCS(=O)(=O)c2ccc3c(c2)CCN3C(C)=O)cc1
 : 2.1	-2.4	0.1	1.9	1.1	-3.9	-3.9	-1.1	0.2
CC1=Nn2c(nnc2-c2cc(C)[nH]n2)SC1
 : 3.0	-2.0	-0.8	5.6	-6.3	5.6	-1.0	-1.9	1.4
O=C(CSCc1cccc(Cl)c1)NCc1ccc2c(c1)OCO2
 : -4.4	-1.1	2.3	8.5	2.7	2.5	-6.4	5.9	0.4
COc1ccc(S(N)(=O)=O)cc1C(=O)NNC(=O)c1cccc(S(=O)(=O)N2CCOCC2)c1
 : /	-13.4	-2.9	-0.7	0.4	12.7	-1.2	0.2	-0.3
COCCN1C(=O)c2oc3ccccc3c(=O)c2C1c1ccc(O)c(OC)c1 (configuration not stated)
 : 1.1	-2.2	-0.7	0.2	-6.0	3.0	-9.6	1.4	4.6
Nc1cc(=O)[nH]c(=O)n1Cc1ccccc1
 : -0.9	0.4	0.5	-0.4	-4.8	-2.8	0.1	-0.7	-0.5&20.1

Next section (2 carried over from the part before).
Fields – UGM FP inh	FadD28 FP inh	BoNT A protease	FBA Mtb inh	BoNT-F LC inh	GDH-TPI inh	Anthrax LF prot	PfHsp40 yeast	Mtb BioA inh
COCCN1C(=O)c2oc3ccccc3c(=O)c2C1c1ccc(O)c(OC)c1 (configuration not stated)
 : 1.1	-2.2	-0.7	0.2	-6.0	3.0	-9.6	1.4	4.6
Nc1cc(=O)[nH]c(=O)n1Cc1ccccc1
 : -0.9	0.4	0.5	-0.4	-4.8	-2.8	0.1	-0.7	-0.5&20.1
CC1CCN(C(=O)CSc2nc3ncccc3[nH]2)CC1
 : -2.3	-4.2	-0.3	-3.5	2.4	-2.5	0.2	1.7	0.9
CC(C)(C)n1nnnc1C(c1ccccn1)N1CCN(C(c2ccccc2)c2ccccc2)CC1 (configuration not stated)
 : 5.4	-2.5	-2.2	2.2	-17.0	5.7	-3.6	-0.5	-0.5
COc1ccc(-c2noc(-c3cccc(OC)c3OC)n2)cc1OC
 : 3.1	-3.8	-0.4	4.7	-3.8	7.5	-2.1	2.4	-1.5
CCc1nc2oc3cc(OC)ccc3c(=O)c2c(=O)n1Cc1ccco1
 : 0.7	0.0	0.5	1.2	-11.8	-1.8	0.6	5.4	-0.4
O=C(Nc1ccccc1C(=O)Nc1nnc(C(F)(F)F)s1)c1ccccc1Cl
 : -3.2	-14.9	-0.4	-1.1	-1.0	2.6	1.5	-1.0	/
CCOC(=O)C(=O)N(C)c1c(CC)nc2c(OCc3ccc(OC(F)F)cc3)cccn12
 : /	-3.5	-0.2	1.2	2.9	0.4	-6.7	/	2.9
Cc1ccc(Oc2ccc(C=O)cn2)cc1
 : 2.1	-3.5	-2.6	0.8	-12.4	-3.2	5.3	-0.7	/
COc1ccccc1C(=O)C1Nc2ccccc2-c2nnc(SC)nc2O1 (configuration not stated)
 : 1.0	-1.2	3.8	-0.3	7.3	2.5	1.9	-0.8	1.9
CS(=O)(=O)N1CCN(c2ccc(NC(=O)CSc3ccc(Cl)cc3)cc2)CC1
 : -1.1	-2.2	-0.6	-0.7	-2.8	3.2	5.5	1.4	-1.4
COc1cccc(C(C(=O)NCC2CCCO2)N(CC2CCCO2)C(=O)CN2C(=O)c3ccccc3S2(=O)=O)c1 (configuration not stated)
 : 0.9	-3.7	-0.2	-2.8	0.2	-4.8	-6.9	0.2	/
Cc1cc(C)c(NC(=O)c2ccc(CN3CCc4ccccc4C3)cc2)c(C)c1
 : -2.2	-1.2	-0.4	3.5	9.2	-5.1	-0.7	-0.7	-0.9
Nc1nc(SCc2ccc(Cl)c(Cl)c2)n[nH]1
 : 0.7	2.1	-0.8	1.6	3.0	3.5	0.0	1.2	/
Cc1cccc(OCc2nnc(SCc3cc(=O)[nH]c4ccccc34)n2-c2ccccc2)c1
 : -3.0	-1.9	-0.5	1.1	5.9	7.0	-4.7	0.5	4.6
O=C(NNC(=O)c1ccccc1F)c1cccc(-n2cccc2)c1
 : -2.6	-0.1	-49.8	2.0	-75.0	-3.8	-11.1	-0.2	/
Cc1noc(C)c1CSCC(=O)Nc1cc(S(C)(=O)=O)ccc1Cl
 : -0.8	-1.7	-2.1	-1.2	3.1	-2.2	-4.6	1.2	1.5
Cc1cccc(CS(=O)(=O)Cc2ccc(C(=O)NC3CCCCC3)o2)c1
 : 1.3	-0.4	-0.5	4.6	4.8	12.9	-1.8	0.5	7.5
CCn1cc(C(=O)NCCc2ccc(Cl)cc2)c(=O)c2cc(S(=O)(=O)N(C)C)ccc21
 : /	/	1.4	7.0	16.1	17.9	-7.4	-1.4	-3.5
COc1ccc(C(=O)NCc2cccnc2)cc1
 : -2.0	-3.5	-1.8	1.6	-2.6	1.2	0.6	0.3	-1.6
CC(C)c1ccc(C(C)NCCS(=O)(=O)c2ccc(Br)cc2)cc1 (configuration not stated)
 : 0.9	-2.2	0.4	2.3	4.3	-0.3	-4.1	-1.2	1.4
CC(=O)c1sc(NC(=O)C2CC(=O)N(Cc3ccco3)C2)nc1-c1ccccc1 (configuration not stated)
 : 1.4	-4.8	/	5.2	/	20.0	/	0.6	/
CSc1ccccc1NC(=O)COC(=O)c1ccccc1O
 : 0.8	-3.5	-0.1	1.9	-7.7	6.1	-0.2	0.3	/
Cc1cccc(NC(=S)NC2CC3C=CC2C3)c1 (configuration not stated)
 : 0.9	0.6	-0.9	1.7	-0.7	-0.7	0.2	-2.1	-0.5
CC1C(c2ccccc2)N(C)CCC12NC(=O)NC2=O (configuration not stated)
 : -0.3	-2.3	-0.3	2.1	-0.5	9.2	-0.1	-1.0	-1.2
COc1ccc2nc(-c3ccccc3)nc(SCC(=O)NCC3CCCO3)c2c1 (configuration not stated)
 : 0.9	-2.5	-0.7	22.1	2.6	8.6	-0.6	-0.1	-2.5
O=C(Nc1cccc(-n2cccn2)c1)C1CCCN(Cc2cccc(F)c2F)C1 (configuration not stated)
 : -0.6	-1.2	2.8	2.8	-1.3	2.1	1.2	1.6	-0.1
Cc1ccc(S(=O)(=O)N2[C@@H](c3ccc4c(c3)OCO4)C(C(=O)O)=C[C@H]2C(C)(C)C)cc1
 : 0.5	-5.9	-0.1	-1.8	-8.9	-3.1	0.6	-1.8	-5.2
COc1ccc(C(CC(=O)c2ccccc2)C2CCCCC2=O)cc1 (configuration not stated)
 : 0.2	2.8	0.5	1.3	-7.5	-0.4	3.8	1.6	5.5
COc1ccccc1N(CC(O)CN1C(C)CCCC1C)S(=O)(=O)c1ccccc1 (configuration not stated)
 : 1.3	/	-0.3	-0.5	-1.1	3.7	0.9	0.2	-0.6
COC(=O)COc1ccc(S(=O)(=O)Nc2ccccc2C(=O)OC)cc1
 : -1.2	-3.6	0.0	-3.8	-5.6	-8.5	-1.5	0.6	0.0
O=S(=O)(c1cccc(-c2nc3n(n2)Cc2ccccc2-3)c1)N1CCCC1
 : 1.3	-1.7	1.8	-0.2	-0.1	4.1	1.1	-0.2	0.2
Fc1ccc(COc2ccc(Cl)cc2/C=N/Nc2nc(N3CCCC3)nc(N3CCCC3)n2)cc1
 : -1.8	0.2	0.1	-1.9	4.5	-2.0	-1.7	0.3	8.4
CC(C)NS(=O)(=O)c1ccc(CCC(=O)N2CCCCC2)cc1
 : 1.1	0.6	-1.7	1.8	2.1	0.0	-6.5	0.3	/
Cc1cc(C)cc(C(=O)NCCC(=O)NCc2cc(=O)n(C)c(=O)n2C)c1
 : -0.8	-3.2	2.0	-1.1	3.3	11.1	3.1	-0.6	-1.1
Cc1cccn2c(=O)c3cc(C(N)=S)c(=N)n(CCCN4CCOCC4)c3nc12
 : 0.8	-3.2	11.2	57.1*	-70.2	-0.9	-30.0	-0.9	/
O=C1CN(S(=O)(=O)c2ccc(Cl)cc2)CC(=O)N1CCc1ccccc1
 : -1.6	-1.4	-0.5	-1.4	1.2	2.4	2.1	-1.0	-6.8
COc1ccc(Cl)cc1CN1CCN(c2nc(C)cc(C)c2C#N)CC1
 : 5.0	-1.9	0.5	4.2	-10.7	-5.1	0.4	-0.2	8.2
CCCOc1ccc(-c2nc(-c3ccc([N+](=O)[O-])cc3)cs2)cc1
 : 1.3	0.6	1.5	-0.2	?	1.8	-5.4	-0.5	1.0
CCCCCN(C(=O)CCC(=O)OCC(=O)c1cccc(OC)c1)c1c(N)n(CCCC)c(=O)[nH]c1=O
 : -1.1	-3.8	-0.3	-1.1	3.2	8.6	3.7	-0.6	-0.6
Cc1ccc(-c2cc(C(=O)NCCc3ccccn3)c3ccccc3n2)c(C)c1
 : 4.6	-4.6	0.0	1.6	-3.9	0.0	-0.6	3.1	/
COc1ccc(N2CCN(C(=O)c3ccc(CS(=O)(=O)c4ccc(Br)cc4)o3)CC2)cc1
 : 1.4	0.3	2.0	2.5	0.3	-3.9	0.5	1.1	-0.1
COc1cc2c(cc1OC)C(COc1ccc(F)cc1)N(C(=O)c1ccco1)CC2 (configuration not stated)
 : -2.0	-2.8	-0.2	0.0	7.7	-0.7	-1.5	0.2	3.6
COc1ccccc1/C=C/c1onc(C)c1S(=O)(=O)N1CCC(C(=O)NC(C)C)CC1
 : -4.1	-0.4	-0.3	0.7	-0.5	29.7	0.7	0.6	-1.6
COc1cc(C)ccc1OCC(=O)Nc1nnc(C2CC2)s1
 : 2.9	0.6	-0.2	3.2	-0.6	15.2	-3.2	-2.3	-6.8
Cc1csc(=O)n1CC(=O)OC(C)C(=O)Nc1ccc(F)c(F)c1F (configuration not stated)
 : 4.1	-1.3	1.3	-0.1	20.1	5.2	3.1	-0.5	/

Screening data: PubChem, several laboratories
